Source: PubChem
ERp5 block = inhibitors of human ERp5; inhibition, % at 9.99 µM; AID 651711; 350,000 compounds, 0.05% hits; ERp5 insulin aggregation, absorbance 650 nm, 90 min;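 active = mean replicate inhibition above about 25%, with every replicate also reaching it, limit read from the data, passing the limit was not always enough; inconclusive = only one of those two criteria met; inactive = neither criterion met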
Statin myotox sup = suppressors of simvastatin-induced myotoxicity in C2C12 myotubes; ATP luminescence, 48 h; scaled: DMSO 0, geranylgeraniol control 100; rescue of ATP level, % at 7.49 µM; 330,000 compounds, 0.78% hits;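 active = mean ATP rescue above about 67%, or every replicate alone reaching that limit, limit read from the data, passing the limit was not always enough; inconclusive = no clear call, values can overlap the other calls; inactive = mean under the limit and some replicate under it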;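 also: myotubes were challenged with 10 µM simvastatin during compound exposure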
PglD DTNB = PglD (C. jejuni) enzyme inhibition. purified PglD enzyme, DTNB colorimetric CoA detection. inhibition, % at 12.5 µM. 360,000 compounds, 0.098% hits; in the data active = inhibition above about 16%, passing the limit was not always enough; inconclusive = no clear call, values can overlap the other calls; also: strong numbers were not always called active
S100A4 inh HTS = inhibitors of human S100A4 binding to myosin IIA peptide | P26447 | S100A4/TAMRA-MyoIIA peptide fluorescence polarization | inhibition, % at 10.7 µM | 360,000 compounds, 0.14% hits | AID 652163;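 active = mean inhibition of at least 70% across replicates, with every replicate also reaching that level; inconclusive = mean inhibition reaches 70% but some replicates fall short; inactive = mean inhibition below 70%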
Target sequence (P26447 whole entry, looked up): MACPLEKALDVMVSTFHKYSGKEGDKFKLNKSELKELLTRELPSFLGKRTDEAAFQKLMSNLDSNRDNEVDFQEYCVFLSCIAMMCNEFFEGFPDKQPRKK
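Test system: S100A4 monomer protein. Medium: HEPES buffer with Ca2+, pH 7.2. Reagent: fluorescent myosin IIA peptide, 5 nM. Compound dosing: single-point compound testing. Timing: 5 min between mix addition and reading. Benchmarks: DMSO neutral and TFP positive wells.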
DENV2 CPE = protects cells from dengue virus 2 cytopathic effect; DENV2-infected cells, cytopathic effect rescue, plate reader; CPE inhibition, % at 9.99 µM; 350,000 compounds, 1.7% hits; in the data active = CPE inhibition above about 20%, passing the limit was not always enough; inconclusive = no clear call, values can overlap the other calls; tested in BHK-21 cells;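 also: 0% = median of neutral control wells and 100% = median of positive control wells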
SIRT5 inh = blocks human SIRT5 desuccinylation of peptide | inhibition, % at 15 µM | Q9NXA8 | Purified SirT5, succinyl-peptide AMC, trypsin-coupled fluorescence | AID 652115 | 330,000 compounds, 1.1% hits; in the data active = inhibition above about 15%; inconclusive = no clear call, values can overlap the other calls
Target sequence (Q9NXA8 whole entry, looked up): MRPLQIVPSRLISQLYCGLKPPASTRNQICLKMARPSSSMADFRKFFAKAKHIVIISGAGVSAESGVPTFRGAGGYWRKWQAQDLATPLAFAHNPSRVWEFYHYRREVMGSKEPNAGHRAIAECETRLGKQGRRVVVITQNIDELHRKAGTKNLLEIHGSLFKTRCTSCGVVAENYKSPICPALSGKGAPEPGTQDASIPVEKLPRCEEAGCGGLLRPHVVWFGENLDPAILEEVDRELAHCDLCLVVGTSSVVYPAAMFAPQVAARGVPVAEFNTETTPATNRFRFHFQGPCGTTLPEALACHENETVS
E-sel inducer = induces E-selectin expression in human endothelial cells; P16581; HUVEC E-selectin immunofluorescence imaging; normalized: neutral wells 0, TNF-alpha wells 100; activation, % at 7.58 µM; 260,000 compounds, 0.37% hits; AID 686992;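 active = mean E-selectin-positive cell signal at least 10% of the positive control, reached in at least 60% of replicates, without over 20% cell loss; inconclusive = no rule given, readout overlaps actives, possibly toxicity-flagged; inactive = the rest, including those meeting only one limit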;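 also: in these data hits start at about 27%; measured in HUVEC primary endothelial cells; signal is the percent of cells scored E-selectin positive by PE staining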
Target sequence (P16581 whole entry, looked up): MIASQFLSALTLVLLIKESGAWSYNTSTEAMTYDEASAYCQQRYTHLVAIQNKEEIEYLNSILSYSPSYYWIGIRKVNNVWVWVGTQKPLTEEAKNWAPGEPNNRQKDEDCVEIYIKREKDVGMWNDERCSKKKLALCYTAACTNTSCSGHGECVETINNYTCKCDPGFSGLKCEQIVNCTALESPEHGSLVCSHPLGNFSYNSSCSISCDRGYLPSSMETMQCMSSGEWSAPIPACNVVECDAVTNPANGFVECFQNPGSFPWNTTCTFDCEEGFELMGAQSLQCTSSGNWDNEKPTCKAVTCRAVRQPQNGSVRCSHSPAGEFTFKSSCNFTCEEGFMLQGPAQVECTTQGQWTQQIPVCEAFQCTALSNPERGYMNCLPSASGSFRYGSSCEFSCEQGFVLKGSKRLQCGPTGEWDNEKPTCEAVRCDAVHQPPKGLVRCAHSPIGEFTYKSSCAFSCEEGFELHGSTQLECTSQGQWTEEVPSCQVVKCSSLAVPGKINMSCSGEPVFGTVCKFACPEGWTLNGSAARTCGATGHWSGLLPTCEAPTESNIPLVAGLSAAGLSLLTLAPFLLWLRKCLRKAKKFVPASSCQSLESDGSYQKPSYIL
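Assay system: HUVEC, human umbilical vein endothelial cells / Amount: 3,000 HUVEC/well / Controls: TNF-alpha positive control, DMSO neutral control / Compound dosing: single concentration / Medium: EGM-2 over gelatin coat / Evaluation: percent E-selectin-positive cells / Signal: immunofluorescence imaging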
Starred values were filed as active, the others as inactive; u = inconclusive; x = no result given; & = joins results of further samples; ! = not confirmed by another sample.

SMILES | ERp5 block | Statin myotox sup | PglD DTNB | S100A4 inh HTS | DENV2 CPE | SIRT5 inh | E-sel inducer
COc1ccc(N2CCN(c3nc4ccccn4c(=O)c3/C=C(\C#N)S(=O)(=O)c3ccccc3)CC2)cc1 | 7 | 10 | -6 | 1 | -11 | -3 | -0.2
COc1ccccc1NCC(=O)N/N=C/c1c(O)ccc2ccccc12 | 6 | 8 | 7 | 0 | 15 | 5 | 0.1
Cc1ccc(C(=O)N/C(=C/c2cccs2)C(=O)NCCc2c[nH]c3ccccc23)cc1 | -4 | 4 | -2 | -3 | 6 | 3 | 0.1
C[C@@H]1CN([C@H](C)CO)C(=O)Cc2cc(NC(=O)CCCCCC(=O)Nc3ccccc3N)ccc2O[C@H]1CN(C)C(=O)Nc1ccc(C(F)(F)F)cc1 | x | -11 | 0 | x | 2 | x | x
CCN(CCCNC(=O)Cn1ncc2c([nH]c3ccccc32)c1=O)Cc1ccccc1 | -8 | -5 | -1 | -5 | u | -3 | x
O=C(O)CC1(CC(=O)NCc2csc(-c3cccs3)n2)CCCCC1 | -2 | -7 | -11 | 0 | 6 | -2 | 0.1
C[C@H]1CN([C@@H](C)CO)C(=O)c2cc(-c3ccc(F)cc3)cnc2O[C@@H]1CN(C)C(=O)CN(C)C | 1 | -6 | 3 | 1 | 1 | -3 | 0.3
COc1ccc(CNCC(O)(c2ccccc2)c2ccccc2)cc1 | 2 | -8 | 3 | -3 | 1 | 1 | 0.0
Cn1cc(SCC(=O)NC2CCCCC2)c2ccccc21 | -4 | 5 | -2 | 0 | 3 | 0 | -0.4
O=C(Nc1cccc(F)c1)N1CC(=O)N2[C@H](C1)[C@@H](c1ccc(C#CCC3CCCC3)cc1)[C@@H]2CO | 4 | x | x | 5 | -2 | -2 | 0.9
CC(C)(C)/C=N/NC(=O)CNC(=O)c1ccc2c(c1)OCCO2 | 5 | x | x | 56 | -1 | -4 | x
C[C@@H]1CN([C@@H](C)CO)C(=O)c2cccc(NS(=O)(=O)c3ccc(F)cc3)c2O[C@H]1CN(C)C(=O)NC1CCCCC1 | 8&1 | 88*! | -5&2 | 8&-1 | u | 5&-2 | -1.8&-0.3
CCc1ccc(CNC(=O)Cn2nc(-c3ccccc3)ccc2=O)cc1 | -3 | x | x | 0 | -2 | 1 | x
N#CC1c2ccccc2-c2ccccc2N1C(=O)c1ccccc1 (stereo not given) | -1 | -23 | x | 8 | 1 | x | 3.1
Cc1cccc2c(N=NC(=O)c3ccc(NS(=O)(=O)c4cccs4)cc3)c(O)[nH]c12 | -5 | 7 | 0 | -15 | u | -1 | 4.2
CC1CCN(c2c(NCC3CCC(C(=O)N4CCc5ccccc5C4)CC3)c(=O)c2=O)CC1 (stereo not given) | 1 | -10 | x | -2 | -1 | 1 | 0.0
O=C(C1CCC1)N1CCc2cc(S(=O)(=O)NCCCN3CCCCC3)ccc21 | -4 | -33 | -2 | -5 | 0 | -3 | x
COc1ccc(NC(=O)c2ccc(S(=O)(=O)N3CCCCC3)cc2)cc1OC | -1 | 17 | -2 | -5 | -3 | -2 | -0.5
CCOC(=O)Cc1nnc(Nc2ccc(C(=O)NC)cc2)c2ccccc12 | 5 | x | x | -4 | 0 | -3 | x
COc1ccc(NC(=O)c2cc(-c3ccc(OC)c(OC)c3)nc3ccccc23)c(OC)c1 | 1 | -22 | 0 | -3 | 2 | -1 | 0.1
CCCNC(=O)N1[C@H](CO)[C@H](c2ccc(C#CCN(C)C)cc2)[C@@H]1C#N | 6 | 11 | -3 | 20 | u | 0 | -0.2
C[C@H](CO)N1C[C@H](C)[C@H](CN(C)S(=O)(=O)c2ccccc2)OCc2cnnn2CCCC1=O | -3&0 | 7&4&8 | 4&9 | -4&-8 | 28*! | -2 | -0.1&0.0
O=C(O)C[C@H]1C[C@@H]2c3cc(NC(=O)CC4CC4)ccc3O[C@@H]2[C@H](CO)O1 | -6 | 6 | 6 | -2 | 1 | -1 | -0.6
CCOC(=O)c1c(N)sc(C(=O)Nc2ccccc2F)c1C | -5 | -12 | 1 | -2 | 9 | -2 | 3.7
CC1(C(=O)NS(=O)(=O)C2CC2)CCCN(C(=O)c2c(F)cccc2F)C1 (stereo not given) | -8 | 1 | 2 | 3 | 0 | -4 | 0.0
O=C(C1CCCC1)N1CCC(CC2CC(c3cccc(Br)c3)=NO2)(C(=O)NCC2CCCCC2)CC1 (stereo not given) | 5 | 16 | -3 | 2 | 53* | 4 | -0.2
COc1ccc(-c2cn3ccccc3n2)cc1[N+](=O)[O-] | -2 | x | x | -1 | -4 | x | x
CCC(=O)N(C)CCc1cc2c(c(OC)c1/C=N/NS(=O)(=O)c1ccc(C)cc1)OCO2 | -1 | -1 | 2 | 1 | 0 | -2 | -1.9
Cc1ccc(N(C(=O)c2csnn2)C(C(=O)NC2CCCCC2)c2ccco2)cc1 (stereo not given) | 4 | 10 | 1 | 1 | 4 | 79* | x
CCC(=O)n1nc(-c2cccnc2)nc1NCc1cccs1 | -1 | 4 | 1 | 6 | -1 | -5 | 0.3

A draw from above in order of molecular weight, smallest number first.
SMILES | ERp5 block | Statin myotox sup | PglD DTNB | S100A4 inh HTS | DENV2 CPE | SIRT5 inh | E-sel inducer
CCC(=O)n1nc(-c2cccnc2)nc1NCc1cccs1 | -1 | 4 | 1 | 6 | -1 | -5 | 0.3
CCOC(=O)c1c(N)sc(C(=O)Nc2ccccc2F)c1C | -5 | -12 | 1 | -2 | 9 | -2 | 3.7
O=C(O)C[C@H]1C[C@@H]2c3cc(NC(=O)CC4CC4)ccc3O[C@@H]2[C@H](CO)O1 | -6 | 6 | 6 | -2 | 1 | -1 | -0.6
CC1(C(=O)NS(=O)(=O)C2CC2)CCCN(C(=O)c2c(F)cccc2F)C1 (stereo not given) | -8 | 1 | 2 | 3 | 0 | -4 | 0.0
O=C(C1CCC1)N1CCc2cc(S(=O)(=O)NCCCN3CCCCC3)ccc21 | -4 | -33 | -2 | -5 | 0 | -3 | x
Cc1ccc(N(C(=O)c2csnn2)C(C(=O)NC2CCCCC2)c2ccco2)cc1 (stereo not given) | 4 | 10 | 1 | 1 | 4 | 79* | x
COc1ccc(NC(=O)c2cc(-c3ccc(OC)c(OC)c3)nc3ccccc23)c(OC)c1 | 1 | -22 | 0 | -3 | 2 | -1 | 0.1
CC1CCN(c2c(NCC3CCC(C(=O)N4CCc5ccccc5C4)CC3)c(=O)c2=O)CC1 (stereo not given) | 1 | -10 | x | -2 | -1 | 1 | 0.0
CCC(=O)N(C)CCc1cc2c(c(OC)c1/C=N/NS(=O)(=O)c1ccc(C)cc1)OCO2 | -1 | -1 | 2 | 1 | 0 | -2 | -1.9
C[C@H](CO)N1C[C@H](C)[C@H](CN(C)S(=O)(=O)c2ccccc2)OCc2cnnn2CCCC1=O | -3&0 | 7&4&8 | 4&9 | -4&-8 | 28*! | -2 | -0.1&0.0
O=C(C1CCCC1)N1CCC(CC2CC(c3cccc(Br)c3)=NO2)(C(=O)NCC2CCCCC2)CC1 (stereo not given) | 5 | 16 | -3 | 2 | 53* | 4 | -0.2

Additional entries.
SMILES | ERp5 block | Statin myotox sup | PglD DTNB | S100A4 inh HTS | DENV2 CPE | SIRT5 inh | E-sel inducer
O=C(C[C@H]1C=C[C@H](NC(=O)c2ccccc2)[C@H](CO)O1)NCCc1ccncc1 | 2 | 11 | 2 | -6 | 3 | 2 | 0.1
Cc1nc(N2CCOCC2)[nH]c(=O)c1C(O)C(Cl)(Cl)Cl (stereo not given) | 4 | -12 | 0 | -2 | 7 | 0 | 0.0
Cc1ccc(-c2nn(-c3ccc(F)cc3)cc2C(=O)NCC(c2cccs2)N2CCOCC2)cc1 (stereo not given) | 0 | -3 | x | -1 | 0 | -4 | 2.7
Cc1cc(C)cc(C(=O)N(CCc2ccccc2)C2CC3CCC(C2)N3C)c1 (stereo not given) | -1 | 0 | 4 | -9 | -1 | 4 | 0.7
O=C(CN1CCOCC1)Nc1ccc([N+](=O)[O-])cc1Br | 4 | x | x | -1 | -2 | 0 | 1.6
Cc1cccc(Nc2nc(-c3ccccc3)cs2)n1 | 0 | -2 | -2 | -2 | 0 | -1 | x
C[C@@H]1CN([C@H](C)CO)C(=O)c2c(c3ccccc3n2C)-c2ccccc2CO[C@@H]1CN(C)CC1CCCCC1 | 6 | x | x | 1 | 7 | 4 | 0.0
O=C(NCCc1ccccc1)C1CCN(C2CCN(Cc3ccco3)CC2)CC1 | 2 | x | u | -10 | -6 | -2 | 1.1
CN(c1ccccc1)S(=O)(=O)c1ccc(C(=O)N2CCN(c3ccccc3Cl)CC2)cc1 | -1 | 6 | -4 | 3 | -6 | -2 | -0.6
C/C(CC(=O)Nc1cc(C)ccn1)=N\NC(=O)c1cccc(F)c1 | -5 | 5 | -2 | -9 | 4 | -1 | 15
CCOC(=O)N1CCC(NC(=O)C2CCCN(S(=O)(=O)c3ccc4c(c3)oc(=O)n4C)C2)CC1 (stereo not given) | -4 | -1 | 1 | 0 | 18 | -3 | x
O=C(N/N=C\c1cccs1)c1ccccc1-n1cccc1 | 8 | x | 1 | -4 | -5 | -4 | 6.0
CCN(CC)C(=O)c1sc(NC(=O)Cc2cccs2)c(C#N)c1C | 4 | 3 | -2 | -2 | x | 0 | x
CCOC(=O)/C(CCC[N+](C)(CC)CC)=N\O | -1 | x | x | -3 | -4 | -6 | -0.4
O=C(COC(=O)C1CCC1)Nc1ccc(Oc2ccccc2)cc1 | x | -5 | 0 | x | x | x | 0.1
CCNC(=O)C[C@H]1CC[C@@H]2[C@H](COC[C@H](O)CN2C(=O)C2CCOCC2)O1 | 0 | 0 | -2 | -17 | 2 | 2 | -0.1
C=CCNc1oc(-c2cccs2)nc1S(=O)(=O)c1ccccc1 | -2 | 3 | -4 | -15 | -2 | -2 | 4.3
COc1ccc(NC(=O)Nc2ccc3c(c2)C(=O)N([C@@H](C)CO)C[C@H](C)[C@@H](CN(C)S(=O)(=O)c2ccc(OC)cc2)O3)cc1 | 4 | -11 | -3 | -16 | -2 | 4 | 0.0
O=C(O)CC(=O)Nc1ccc(Oc2ccc(C(F)(F)F)cn2)c(Cl)c1 | 6 | x | x | 4 | -5 | -2 | x
O=C(NCCO)C(=O)NCC(c1ccc2c(c1)OCO2)N1CCN(c2ccc(F)cc2)CC1 (stereo not given) | -1 | 11 | -9 | 1 | 2 | -1 | 0.3
Cc1cccc(C(=O)NNC(=O)CCn2nnc3ccccc32)c1 | -2 | x | x | -6 | 9 | 0 | x
CCN(CC)CCNC(=O)C(Cl)=C1C(Cl)=C(Cl)C(Cl)=C1Cl | 3 | 19 | 0 | -4 | 0 | x | -1.7

A portion of the library; rates above refer to the full screens.
